NPY Y2 blocker: NPY-Y2 (human) receptor antagonism; NPY-Y2 expressing cells, antagonist mode; inhibition, % at 2.7 µM; 140,000 compounds, 0.99% hits; P49146; AID 793; in the data active means inhibition above about 17%;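 further: 0% = vehicle with agonist challenge and 100% = reference antagonist with challenge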
Target sequence (P49146 whole entry, looked up): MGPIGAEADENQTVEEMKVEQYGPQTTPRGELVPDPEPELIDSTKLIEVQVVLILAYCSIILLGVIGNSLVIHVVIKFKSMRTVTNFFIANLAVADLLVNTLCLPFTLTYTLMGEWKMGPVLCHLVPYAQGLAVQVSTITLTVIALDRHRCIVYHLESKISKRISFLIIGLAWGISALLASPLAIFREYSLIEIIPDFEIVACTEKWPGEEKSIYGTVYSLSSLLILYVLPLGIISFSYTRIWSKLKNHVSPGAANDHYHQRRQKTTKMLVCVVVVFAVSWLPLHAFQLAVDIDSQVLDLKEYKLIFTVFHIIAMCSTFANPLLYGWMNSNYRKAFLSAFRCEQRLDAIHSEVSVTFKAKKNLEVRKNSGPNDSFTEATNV
Phagocytosis inh: blocks phagocytosis by macrophages; J774A.1 macrophage IgG-bead phagocytosis, imaging; inhibition, % at 5 µM; 110,000 compounds, 0.07% hits;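 active means inhibition above the mean of the plate negative controls plus 5 SD, cut at about 13% in these data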;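 further: phagocytic index as fraction of beads internalized from green versus red external bead signal; plate controls were DMSO negative control for no effect and cytochalasin-D positive control for full effect; some results beyond the cut were filed as inactive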
GALR2 blocker: blocks the human galanin receptor 2; inhibition, % at 4 µM; GALR2-expressing cells, antagonist mode; AID 828; 140,000 compounds, 0.39% hits; in the data active means inhibition above about 27%;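 further: cells stimulated with galanin 1-16 at roughly its EC80; 0% = agonist challenge control and 100% = basal control without agonist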
Target sequence (O43603 whole entry, looked up): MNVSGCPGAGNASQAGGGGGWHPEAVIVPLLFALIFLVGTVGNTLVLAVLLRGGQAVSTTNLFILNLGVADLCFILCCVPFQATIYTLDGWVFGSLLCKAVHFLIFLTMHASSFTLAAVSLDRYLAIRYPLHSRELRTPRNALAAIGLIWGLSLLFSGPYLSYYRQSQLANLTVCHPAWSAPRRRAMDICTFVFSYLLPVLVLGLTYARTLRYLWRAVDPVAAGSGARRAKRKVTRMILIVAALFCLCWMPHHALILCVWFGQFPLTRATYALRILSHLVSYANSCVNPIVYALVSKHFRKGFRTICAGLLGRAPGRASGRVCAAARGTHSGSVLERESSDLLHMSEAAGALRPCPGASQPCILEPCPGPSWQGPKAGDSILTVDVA
MRP1 act: activates MRP-1. H69AR cells + doxorubicin, viability rescue, CellTiter-Glo. viability increase, % at 10 µM. 140,000 compounds, 0.61% hits. AID 799;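 active means viability gain under doxorubicin at or above a set limit, the compound median plus 3 SD, cut at about 4.7% in these data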;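 further: MRP-1 overexpressing cells given doxorubicin 25 µM after compound pretreatment; 18-22 h compound pretreatment then 72 h with doxorubicin before readout; 0% = doxorubicin-only wells and 100% = vehicle-treated cells without doxorubicin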
Yeast growth inh: yeast BB579 growth reduction in restrictive medium. S. cerevisiae BB579 growth, OD615, 48 h. inhibition, % at 10 µM. 140,000 compounds, 0.51% hits. AID 804;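 active means inhibition above a set limit, 3 SD over the mean compound inhibition, cut at about 44% in these data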; further: inactives centre near -24
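Material: Saccharomyces cerevisiae DeaD strain BB579, replicative lifespan model yeast; buffer or medium: CSMM-D restrictive synthetic medium containing dextrose (glucose); compound: 10 µM single dose, DMSO 0.25%; timing: 48 h compound exposure at 30 °C after 4 h preincubation; signal: turbidity as optical density at 615 nm; benchmarks: positive control amphotericin B 10 µg/mL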
HCT116 bCat-KO: beta-catenin-lacking colon tumor cell growth suppression; 140,000 compounds, 1.5% hits; viability, % at 10 µM; AID 818; HCT116 beta-catenin knockout viability, CellTiter-Glo, 60 h; hits give low values;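 active means viability at or under a set limit, the compound median less 4 SD, cut at about 6% in these data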;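 further: 0% = Hyamine 1622 control at 20 µM and 100% = untreated cell control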
E-sel TNF inh: TNF alpha driven E-selectin expression inhibition. HUVEC TNFa-induced E-selectin immunofluorescence, high content. inhibition, % at 2 µM. 120,000 compounds, 0.71% hits;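 active means inhibition above the batch mean plus 3 SD, and confirmed as a hit on visual image review, cut at about 43% in these data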;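 further: 0% = TNF-stimulated DMSO wells and 100% = unstimulated control wells; not every result past the cut was called active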
Yeast life ext: extends the lifespan of yeast; 130,000 compounds, 0.68% hits; S. cerevisiae growth with nicotinamide, OD615; deaD strain in restrictive glucose medium; inhibition of the nicotinamide effect, % at 10 µM;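 active means inhibition above a set limit, placed 3 SD over the median of all compounds, cut at about 26% in these data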;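 further: 0% = nicotinamide-treated wells and 100% = cells grown without nicotinamide; some compounds called inactive have numbers as strong as hits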
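Test system – modified budding yeast, DeaD strain · Compound – single dose 10 µM compound, 0.25% DMSO · Times – culture preincubation 4 h, compound exposure 48 h, both 30 °C · Detection – optical density (absorbance) at 615 nm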
PTEN del growth: growth suppressors of cells with PTEN tumor suppressor deletion; HCT116 PTEN-null viability, CellTiter-Glo, 60 h; hits give low values; viability, % at 10 µM; 140,000 compounds, 1.2% hits; AID 827;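 active means viability at or below a set limit, 4 SD under the median of all tested compounds, cut at about 3.7% in these data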;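 further: PTEN knockout HCT116 line with beta catenin targeted HCT116 as companion control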
Measles CPE: protection of cells from measles virus | 140,000 compounds, 1.5% hits | Measles virus-infected cells, CPE protection, absorbance | protection (pct of control), % at 4 µM; in the data active means protection mostly above about 24%, no sharp cut-off; inactive means mostly below about 26%; further: some compounds called inactive have numbers as strong as hits
The depositor's hits bear a star.

Screening CCn1c(SCc2nc(-c3ccccc3)no2)nnc1-c1cccs1 returned NPY Y2 blocker 6, Phagocytosis inh 1, GALR2 blocker -10, MRP1 act -0.3, Yeast growth inh -8, HCT116 bCat-KO 89, E-sel TNF inh 1, Yeast life ext -7 and Measles CPE 41.
For O=S1(=O)C=C(SCc2cccc(Cl)c2)Nc2ccccc21 the results were NPY Y2 blocker 2, GALR2 blocker 3, MRP1 act -2.9, Yeast growth inh -11, HCT116 bCat-KO 96, Yeast life ext -20, PTEN del growth 85 and Measles CPE 9.
O=C(NC1CCCCC1)c1cccc(COCC(F)(F)F)c1 was read as NPY Y2 blocker 5, GALR2 blocker 3, MRP1 act -1.3, Yeast growth inh -10, HCT116 bCat-KO 90, E-sel TNF inh 0, PTEN del growth 101 and Measles CPE 19.
CN1CCN(S(=O)(=O)c2ccc(NC(=O)Cc3cccs3)cc2)CC1 was read as NPY Y2 blocker 1, Phagocytosis inh -4, GALR2 blocker -5, MRP1 act -1.6, Yeast growth inh -30, HCT116 bCat-KO 90, E-sel TNF inh -12, Yeast life ext -9, PTEN del growth 94 and Measles CPE 18.
For CC(C)OCCCNC(=O)c1cc2c(=O)n(C)c3ccccc3c2n1C the results were NPY Y2 blocker 2, Phagocytosis inh 0, GALR2 blocker -2, MRP1 act -1.7, Yeast growth inh -4, HCT116 bCat-KO 92, E-sel TNF inh 9, Yeast life ext -14, PTEN del growth 81 and Measles CPE 13.
Screening CC1CCN(C(=O)C(NS(=O)(=O)c2cccc3nsnc23)c2ccccc2)CC1 (centres undefined) returned NPY Y2 blocker 2, GALR2 blocker 2, MRP1 act -1.8, Yeast growth inh -28, HCT116 bCat-KO 88, E-sel TNF inh -2, Yeast life ext -8, PTEN del growth 82 and Measles CPE 32.
Screening COc1ccc(C(=O)c2cc3ccc(O)cc3oc2=O)cc1 returned NPY Y2 blocker 4, Phagocytosis inh -1, GALR2 blocker -8, MRP1 act 1.2, Yeast growth inh -3, HCT116 bCat-KO 95, E-sel TNF inh -27, Yeast life ext -3, PTEN del growth 86 and Measles CPE 22.
CCCC(=O)Nc1ccccc1Sc1ncnc2scc(-c3ccccc3)c12 was read as NPY Y2 blocker 6, Phagocytosis inh -2, GALR2 blocker 4, MRP1 act -3.1, Yeast growth inh -28, HCT116 bCat-KO 96, E-sel TNF inh 0, Yeast life ext 44*, PTEN del growth 84 and Measles CPE 5.
`Cc1cccc(OCCn2c(=S)[nH]c3ccccc32)c1` gave NPY Y2 blocker 4, GALR2 blocker -6, MRP1 act -3.4, Yeast growth inh -29, HCT116 bCat-KO 90, E-sel TNF inh -29, PTEN del growth 95 and Measles CPE 20.
O=C1CN(CC(=O)Nc2ccc(SC(F)F)cc2)CCN1 was read as NPY Y2 blocker -2, Phagocytosis inh -2, GALR2 blocker 4, MRP1 act -1.9, Yeast growth inh -57, HCT116 bCat-KO 89, E-sel TNF inh -11, Yeast life ext 4, PTEN del growth 90 and Measles CPE 6.
`COC(=O)c1cccc(Oc2nc3c(c(=O)n(C)c(=O)n3C)n2C(C)C)c1` gave NPY Y2 blocker 0, Phagocytosis inh 0, GALR2 blocker -16, MRP1 act -2.7, Yeast growth inh -27, HCT116 bCat-KO 90, E-sel TNF inh -8, Yeast life ext -10, PTEN del growth 94 and Measles CPE 22.
Screening Cc1cccc(OCC(=O)N/N=C/CC(C)c2ccccc2)c1C (centres undefined) returned NPY Y2 blocker 8, Phagocytosis inh 2, GALR2 blocker -2, MRP1 act -2.1, Yeast growth inh -26, HCT116 bCat-KO 98, Yeast life ext 0, PTEN del growth 108 and Measles CPE 7.
`CCOP(=O)(OCC)C(NC(=O)Nc1cccc(Cl)c1)C(N)=O` (centres undefined) gave NPY Y2 blocker 1, Phagocytosis inh -9, GALR2 blocker 2, MRP1 act 1.1, Yeast growth inh 6, HCT116 bCat-KO 100, Yeast life ext 0, PTEN del growth 95 and Measles CPE 21.
O=C1CSC2(CCCCC2)N1CCO was read as NPY Y2 blocker -1, Phagocytosis inh 0, GALR2 blocker 18, MRP1 act 0.3, Yeast growth inh -66, HCT116 bCat-KO 101, E-sel TNF inh -5, Yeast life ext -1, PTEN del growth 110 and Measles CPE 6.
For COc1cccc(NC(=O)CSc2nnc(-c3ccoc3C)n2-c2ccccc2)c1 the results were NPY Y2 blocker 1, Phagocytosis inh -2, GALR2 blocker -5, MRP1 act 0.6, Yeast growth inh -48, HCT116 bCat-KO 95, E-sel TNF inh -7, Yeast life ext 4, PTEN del growth 91 and Measles CPE 5.
For COC(=O)CN(c1ccc(OC)cc1)S(=O)(=O)c1c(C)noc1C the results were NPY Y2 blocker 3, Phagocytosis inh 6, GALR2 blocker -17, MRP1 act -1.5, Yeast growth inh -31, HCT116 bCat-KO 87, E-sel TNF inh 16, Yeast life ext -23, PTEN del growth 97 and Measles CPE 7.
For COC(=O)c1ccc(NC2=CC(=O)CC(C)(C)C2)cc1 the results were NPY Y2 blocker 2, Phagocytosis inh -2, GALR2 blocker -6, MRP1 act -0.7, Yeast growth inh -41, HCT116 bCat-KO 92, Yeast life ext -9, PTEN del growth 105 and Measles CPE 9.
For COc1cc(/C=C(\C#N)c2nc(-c3cc4ccccc4oc3=O)cs2)ccc1O the results were NPY Y2 blocker 2, Phagocytosis inh -4, GALR2 blocker -1, MRP1 act -6.3, Yeast growth inh 0, HCT116 bCat-KO 25, E-sel TNF inh 21, Yeast life ext -1, PTEN del growth 36 and Measles CPE 15.
CC1CCN(c2ccccc2NC(=S)NC(=O)c2ccc(-c3cccc([N+](=O)[O-])c3)o2)CC1 was read as NPY Y2 blocker 2, Phagocytosis inh 0, GALR2 blocker 8, MRP1 act 0.9, Yeast growth inh -12, HCT116 bCat-KO 83, E-sel TNF inh 7, Yeast life ext 4, PTEN del growth 84 and Measles CPE 11.
Cc1ccc(NC(=O)c2cccc(N3C(=O)CCC3=O)c2)nc1 was read as NPY Y2 blocker 2, Phagocytosis inh 0, GALR2 blocker 7, MRP1 act -1.9, Yeast growth inh -6, HCT116 bCat-KO 98, E-sel TNF inh -1, Yeast life ext -7, PTEN del growth 102 and Measles CPE 6.
Screening CCn1c(COc2cccc3cccnc23)nnc1SCC(=O)O returned NPY Y2 blocker 0, Phagocytosis inh -1, GALR2 blocker 9, MRP1 act -1.3, Yeast growth inh -9, HCT116 bCat-KO 105, Yeast life ext -8, PTEN del growth 100 and Measles CPE 1.
For CCC(C)(C)C(=O)Nc1ccc(OC)cc1[N+](=O)[O-] the results were NPY Y2 blocker 0, GALR2 blocker -7, MRP1 act -0.5, Yeast growth inh -31, HCT116 bCat-KO 96, E-sel TNF inh 9, Yeast life ext 1, PTEN del growth 96 and Measles CPE 21.
Nc1nc(CSC(=S)N2CCN(c3ccccc3)CC2)nc(Nc2ccccc2)n1 was read as NPY Y2 blocker 5, Phagocytosis inh -10, GALR2 blocker -17, MRP1 act -2.5, Yeast growth inh -38, HCT116 bCat-KO 50, E-sel TNF inh -6, Yeast life ext -3, PTEN del growth 51 and Measles CPE 8.
CCOC(=O)NC(=O)CSc1nnnn1-c1ccc(C)cc1 was read as NPY Y2 blocker 2, Phagocytosis inh -1, GALR2 blocker -12, MRP1 act -0.6, Yeast growth inh -6, HCT116 bCat-KO 109, E-sel TNF inh -4, Yeast life ext -4, PTEN del growth 99 and Measles CPE 3.
COc1ccc(-c2cc(C(=O)N3CCOCC3)no2)cc1OC was read as NPY Y2 blocker 1, Phagocytosis inh -2, GALR2 blocker 5, MRP1 act 0.0, Yeast growth inh -11, HCT116 bCat-KO 97, E-sel TNF inh 35, Yeast life ext -18, PTEN del growth 102 and Measles CPE 15.
Screening Cc1nnc(-c2ccc(Oc3ccc(Cl)cc3)c([N+](=O)[O-])c2)o1 returned NPY Y2 blocker 4, Phagocytosis inh -4, GALR2 blocker -1, MRP1 act -2.9, Yeast growth inh -28, HCT116 bCat-KO 95, E-sel TNF inh 14, Yeast life ext -1, PTEN del growth 97 and Measles CPE 1.
COC(=O)c1sccc1NC(=O)Cn1cnc2c1c(=O)n(C)c(=O)n2C was read as NPY Y2 blocker 3, Phagocytosis inh 2, GALR2 blocker 4, MRP1 act -2.3, Yeast growth inh -12, HCT116 bCat-KO 92, E-sel TNF inh -18, Yeast life ext -3, PTEN del growth 93 and Measles CPE 40.
Screening COC(=O)c1ccc(C(=O)Nc2cc(Cl)ccc2Cl)cc1NC(=O)c1ccc(N(C)C)cc1 returned NPY Y2 blocker 1, Phagocytosis inh -1, GALR2 blocker 2, MRP1 act -2.0, Yeast growth inh -41, HCT116 bCat-KO 56, E-sel TNF inh -28, Yeast life ext 1, PTEN del growth 31 and Measles CPE 1.
CCN(CC)S(=O)(=O)c1ccc(NC2CCCc3ccccc32)nc1 (centres undefined) was read as NPY Y2 blocker 6, GALR2 blocker 4, MRP1 act -3.1, Yeast growth inh -11, HCT116 bCat-KO 0.6*, E-sel TNF inh 3, Yeast life ext -2, PTEN del growth 0.5* and Measles CPE 24.
CCCSc1nc2[nH]ncc2c(=O)[nH]1 was read as NPY Y2 blocker 1, Phagocytosis inh -4, GALR2 blocker -8, MRP1 act -1.7, Yeast growth inh -42, HCT116 bCat-KO 88, E-sel TNF inh 4, Yeast life ext 0, PTEN del growth 91 and Measles CPE 4.
Cc1ccc2ncc([N+](=O)[O-])n2c1 was read as NPY Y2 blocker 2, GALR2 blocker 2, MRP1 act -1.5, Yeast growth inh -33, HCT116 bCat-KO 99, E-sel TNF inh 8, Yeast life ext -11, PTEN del growth 100 and Measles CPE 8.
Screening COc1ccc(/C=C2/C(=O)OCc3cc(OC)c(OC)cc32)cc1 returned NPY Y2 blocker 8, Phagocytosis inh -3, GALR2 blocker -1, MRP1 act -4.0, Yeast growth inh -39, HCT116 bCat-KO 17, E-sel TNF inh 9, Yeast life ext 0, PTEN del growth 20 and Measles CPE 8.
COc1ccc(-c2cc(C(=O)Nc3ccccc3SC)no2)cc1OC was read as NPY Y2 blocker 2, Phagocytosis inh -1, GALR2 blocker 4, MRP1 act -1.4, Yeast growth inh -33, HCT116 bCat-KO 95, E-sel TNF inh 5, Yeast life ext 3, PTEN del growth 96 and Measles CPE 5.
For Cn1c(Cn2c(=O)sc3ccccc32)nnc1SCC(=O)N1CCc2ccccc21 the results were NPY Y2 blocker 5, GALR2 blocker 9, MRP1 act -3.1, Yeast growth inh -26, HCT116 bCat-KO 95, E-sel TNF inh -16, Yeast life ext -1, PTEN del growth 87 and Measles CPE 16.
CCN(CC)S(=O)(=O)c1ccc(N/N=C/c2ccc(O)cc2O)nc1 was read as NPY Y2 blocker 1, Phagocytosis inh 2, GALR2 blocker 18, MRP1 act -2.2, Yeast growth inh -23, HCT116 bCat-KO 12, E-sel TNF inh -2, Yeast life ext 1, PTEN del growth 14 and Measles CPE 4.
